High-throughput results as filed in PubChem BioAssay.
ARNT TACC3 PPI = disrupts binding between human ARNT and TACC3; inhibition, % at 9.99 µM; AID 623870; actives 0.66% (n = 390,000); AlphaScreen His-ARNT PAS-B/GST-TACC3 binding, luminescence; TACC3 fragment carries E629A point mutation;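 active = mean inhibition of replicates at least 50% and at least half of replicates each reaching 50%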;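 also: 0% = complete ARNT plus TACC3 wells and 100% = ARNT alone without TACC3; many hits fall short of the cut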
Numbers without * were called inactive.

SMILES	ARNT TACC3 PPI
Nc1ccc(Oc2ccc3nc(-c4ccccc4)c(-c4ccc([N+](=O)[O-])cc4)nc3c2)cc1	-5
O=CN1CCN(C2CC(=O)N(c3ccc(Br)cc3)C2=O)CC1 (stereo not drawn)	-3
COc1ccc(C(=O)N(CCCO)C(C)C(=O)NC2CCCCC2)cc1OC (stereo not drawn)	6
Cc1cccc(N2CCN(C(c3ccccc3)c3nnnn3CC3CCCO3)CC2)c1C (stereo not drawn)	-1
COc1ccc(OC(C)C(=O)Nc2cccc(OC)c2)cc1 (stereo not drawn)	3
CCCSc1nnc(Cc2cc(=O)[nH]c(=O)[nH]2)n1-c1cc(C)ccc1C	-2
COCCCNC(=O)c1ccc2c(=O)n(CC3CCCO3)c(=S)[nH]c2c1 (stereo not drawn)	-10
c1ccn(-c2ncnc3sc4c(c23)CCCC4)c1	4
COC(=O)c1ccc(/C=C/C(=O)c2ccc(OC)c(OC)c2)cc1	-2
Cc1ccc(-c2nnn(CC(=O)Nc3ccccc3-c3ccccc3)n2)c(-n2cnnn2)c1	-2
O=C(c1nn(Cc2ccccc2)c(=O)c2ccccc12)N1CCN(C/C=C/c2ccccc2)CC1	6
COc1ccc(C(=O)NCCNC(C)=O)cc1S(=O)(=O)NCc1ccc(Cl)cc1	-3
COc1ccc(C=Nc2cccnc2N)cc1	28*
CC(C)OCCCNc1nc2c([nH]1)c(=O)n(C)c(=O)n2C	-6
CCN(CC)C(=O)CSc1ccccc1N	3
Cc1nc2nc[nH]n2c(=O)c1NS(C)(=O)=O	24
O=C(Nc1ccc(N2CCOCC2)c2nonc12)C1CCCC1	-1
CC(C)[C@H](NS(=O)(=O)c1ccccc1)C(=O)OCn1nnc2ccccc2c1=O	-3
CCOc1ccc2nc(SCC(=O)N(C)C3CCS(=O)(=O)C3)[nH]c2c1 (stereo not drawn)	-1
Cc1occc1-c1nnc(SCC(=O)N2CCN(c3ccc(F)cc3)CC2)n1C	2
COCCCNC(=O)c1ccccc1NS(=O)(=O)c1ccc(C)cc1	-1
O=C(CCc1ccccc1)Nc1c(F)c(F)c(F)c(F)c1F	-3
Cc1ccc(C2C(C#N)=C(N)SC(N)=C2C#N)c(C)c1	2
O=S(=O)(c1cccs1)N1CCc2ccccc2C1	-4
CC(=O)Oc1ccc2oc(=O)c3c(c2c1)CCCN3C(=O)CN1CCN(c2ncccn2)CC1	3
COc1ccc(N2C(C)=CS/C2=C(/C#N)c2nnc(N3CCOCC3)n2-c2ccccc2)cc1	-2
CC12CCC(=O)N1c1ccccc1C(=O)N2c1ccccc1 (stereo not drawn)	-3
COc1ccc(S(=O)(=O)NCCSCc2ccco2)cc1Cl	18
Cc1ccc(-c2nn(C)c(=O)c3ccccc23)cc1CNC(=O)c1ccco1	-4
Cc1ccc(C(=O)Nc2ccc(S(=O)(=O)N3CCc4ccccc4C3)cc2)o1	-5
CC12c3ccccc3C(c3ccccc31)C1C(=O)N(Cc3cccnc3)C(=O)C12 (stereo not drawn)	0
Cc1cc2c(N3CCCCC3C)ncnc2s1 (stereo not drawn)	-2
O=C(Nc1ccccc1)Nc1ccc(S(=O)(=O)N2CCCCC2)cc1	0
COC(=O)CN1C(=O)C(C)(C)Oc2ccc(C(=O)NC3CC3)cc21	-16
CC1CCc2c(sc3ncnc(NCCCOC(C)C)c23)C1 (stereo not drawn)	-5
CCOc1ccccc1C1C(C(=O)Nc2ccccc2OC)=C(C)Nc2nnnn21 (stereo not drawn)	-10
NC1=NC(c2ccc(F)cc2)n2c(nc3ccccc32)N1 (stereo not drawn)	-1
CCC(=O)N(Cc1ccccc1)c1ccccn1	0
O=C1CC(N(O)c2ccccc2)C(=O)N1c1cc(Cl)cc(Cl)c1 (stereo not drawn)	2
COc1cc2c(=O)n(Cc3ccco3)c(=O)n(CC(=O)c3ccc(Br)cc3)c2cc1OC	-12
Cc1cccc(NC(=O)CSc2nnc(-c3ccccc3)n2N)c1	-2
O=C(CN1C(=O)C2(OCCCO2)c2ccccc21)NCc1ccccc1	3
O=C(CC1NCCNC1=O)Nc1ccc2c(c1)OCCO2 (stereo not drawn)	-4
Cc1cc(C)nc(NS(=O)(=O)c2ccc(N/C=C3\CCCC3=O)cc2)n1	2
CCC(C)Nc1nc(SC(C(C)=O)C(C)=O)nc(N(C)C)n1 (stereo not drawn)	-6
COc1ccc2cc3cc(C(=O)NCCN4CCc5ccccc5C4)oc3nc2c1	9
COc1ccc(C2C3=C(CC(C)(C)CC3=O)Nc3n[nH]c(C)c32)cc1 (stereo not drawn)	3
CCc1cccc2c(C(=O)COC(=O)c3nn(C)c(=O)c4ccccc34)c[nH]c12	-2
Cc1cc(C)cc(NS(=O)(=O)c2cnc(Cl)c(Cl)c2)c1	-7
CCCc1[nH]nc2c1C(c1ccccc1OCC)C(C#N)=C(N)O2 (stereo not drawn)	-1
CCOC(=O)N1CCN(C(=O)c2ccc(NC(=O)CC)cc2)CC1	25
CCN1CCc2c(C#N)c(N3CCOCC3)nc(N3CCOCC3)c2C1	-6
CC1N/C(=C\C(=O)c2ccccc2)N(O)C1(C)C (stereo not drawn)	2
O=C(NCCO)c1nc2ccccc2s1	-9
N#CC1=C(SCc2ccccc2)NC(=O)CC1c1ccco1 (stereo not drawn)	-4
Cc1ccccc1NC(=O)CN(c1ccc(F)cc1)S(C)(=O)=O	22
COc1ccc(C=NC(CO)C(O)c2ccc([N+](=O)[O-])cc2)cc1 (stereo not drawn)	1
O=C(Cc1c(O)c2ccccc2[nH]c1=O)NC1CCCCCC1	-4
Cc1ccc(S(=O)(=O)N2CCN(S(=O)(=O)N3CCOCC3)CC2)cc1	-4
O=C(c1ccccc1Cl)N1CCN(c2ccccn2)CC1	-11

A second format for some results above:
ARNT TACC3 PPI | Molecule
-2 | Cc1cccc(NC(=O)CSc2nnc(-c3ccccc3)n2N)c1
3 | O=C(CN1C(=O)C2(OCCCO2)c2ccccc21)NCc1ccccc1
-4 | O=C(CC1NCCNC1=O)Nc1ccc2c(c1)OCCO2 (stereo not drawn)
2 | Cc1cc(C)nc(NS(=O)(=O)c2ccc(N/C=C3\CCCC3=O)cc2)n1
-6 | CCC(C)Nc1nc(SC(C(C)=O)C(C)=O)nc(N(C)C)n1 (stereo not drawn)
9 | COc1ccc2cc3cc(C(=O)NCCN4CCc5ccccc5C4)oc3nc2c1
3 | COc1ccc(C2C3=C(CC(C)(C)CC3=O)Nc3n[nH]c(C)c32)cc1 (stereo not drawn)
-2 | CCc1cccc2c(C(=O)COC(=O)c3nn(C)c(=O)c4ccccc34)c[nH]c12
-7 | Cc1cc(C)cc(NS(=O)(=O)c2cnc(Cl)c(Cl)c2)c1
-1 | CCCc1[nH]nc2c1C(c1ccccc1OCC)C(C#N)=C(N)O2 (stereo not drawn)
25 | CCOC(=O)N1CCN(C(=O)c2ccc(NC(=O)CC)cc2)CC1
-6 | CCN1CCc2c(C#N)c(N3CCOCC3)nc(N3CCOCC3)c2C1
2 | CC1N/C(=C\C(=O)c2ccccc2)N(O)C1(C)C (stereo not drawn)
-9 | O=C(NCCO)c1nc2ccccc2s1
-4 | N#CC1=C(SCc2ccccc2)NC(=O)CC1c1ccco1 (stereo not drawn)
22 | Cc1ccccc1NC(=O)CN(c1ccc(F)cc1)S(C)(=O)=O
1 | COc1ccc(C=NC(CO)C(O)c2ccc([N+](=O)[O-])cc2)cc1 (stereo not drawn)
-4 | O=C(Cc1c(O)c2ccccc2[nH]c1=O)NC1CCCCCC1
-4 | Cc1ccc(S(=O)(=O)N2CCN(S(=O)(=O)N3CCOCC3)CC2)cc1

Next structures follow:
SMILES	ARNT TACC3 PPI
CC1(C)CC(=O)C2=C(C1)N(c1ccccc1)C(N)=C(C#N)C2c1ccccc1 (stereo not drawn)	17
CCC(CC)COC(=O)C(C#N)c1nc2ccccc2nc1N1CCOCC1 (stereo not drawn)	12
C=C(C)CNC(=S)NNC(=O)c1ccco1	-1
CCc1nnc(SCc2ccc(C(=O)OC)o2)n1N	-4
O=C(CSc1nnc(COc2ccc(Cl)cc2)o1)N1c2ccccc2CCc2ccccc21	0
COc1ccc(NC(=O)CN2CCN(CC(=O)Nc3ccccc3F)CC2)cc1OC	-2
O=C(Nc1ccccc1)N1CCOCC1	-6
O=C(c1ccc(F)cc1F)N(Cc1ccccn1)Cc1ccco1	-7
CCCOc1ccc(NC(N)=O)cc1OCCC	-14
CSc1sc(C(=O)O)c2c1C(=O)CCC2	11
CCN(C(=O)c1ccccc1Cl)c1ccccc1	-3
NCCCC[C@@H]1NC(=O)[C@H](CCC(=O)O)NC(=O)c2cc([N+](=O)[O-])cc(I)c2OCC[C@@H](C(N)=O)NC1=O	-7
CN1CCN(C(=O)CSc2nc(-c3cccs3)cc(-c3cccs3)c2C#N)CC1	-4
CC1CCCN(S(=O)(=O)c2ccc(C(=O)Nc3nnc(-c4ccccc4Cl)o3)cc2)C1 (stereo not drawn)	-3
Cc1cc(=O)n2nc(N3CCCC(C(=O)NCc4ccco4)C3)sc2n1 (stereo not drawn)	-4
CCCCS(=O)CC(COCc1ccccc1)OC(=O)CSc1nc(C)cc(C)n1 (stereo not drawn)	1
CC(C)(C)C(=O)NC(=S)Nc1cc(C(F)(F)F)ccc1N1CCOCC1	-7
O=C(CSc1nnc(CNc2ccc(F)cc2)n1-c1ccccc1)N1CCOCC1	1
CCCCNC(=O)c1ccccc1NC(=O)c1ccccc1N(C)S(C)(=O)=O	-12
COc1ccc(C(C)C)cc1S(=O)(=O)Nc1ccc(Cl)cn1	-3

2 of the compounds above, bar-delimited.
structure | ARNT TACC3 PPI
CSc1sc(C(=O)O)c2c1C(=O)CCC2 | 11
O=C(c1ccc(F)cc1F)N(Cc1ccccn1)Cc1ccco1 | -7

(further entries)
SMILES	ARNT TACC3 PPI
CC(=O)NS(=O)(=O)c1ccc(NC(=S)NC(=O)C(C)C)cc1	-26
c1ccc2c(c1)ncn2Cc1nnc2sc(-c3ccncc3)nn12	4
CCc1ccccc1N(CC(=O)NCc1ccco1)C(=O)c1snc(C(N)=O)c1N	-6
CS(=O)(=O)N(CC(=O)N1CCOCC1)c1ccc2c3c(cccc13)CC2	-4
COc1ccc(C(=O)Nc2cc(Cl)ccc2Cl)c(OC)n1	-12
Cc1nn(Cc2c(Cl)cccc2Cl)c(C)c1NC(=O)c1cn(-c2ccccc2)nc1-c1ccccc1	-5
CC1C/C(=N/N2C(=O)CSC2=S)CC(C)(C)C1 (stereo not drawn)	12
CC(C(=O)N1CCCc2c1c(=O)oc1ccc(O)cc21)N1CCc2ccccc2C1 (stereo not drawn)	4
CN(C(=O)CCN1C(=O)C(C)(C)Nc2ccccc21)c1ccccc1	-19
COc1cccc(C2CC(c3c(F)cccc3Cl)n3nc(N)nc3N2)c1 (stereo not drawn)	0
Cc1ccc(S(=O)(=O)Cn2nnnc2C(C(C)C)N2CCN(c3nc4ccccc4s3)CC2)cc1 (stereo not drawn)	2
Cc1[nH]c2ccccc2c1C(O)CN1CCN(c2cccc(C(F)(F)F)c2)CC1 (stereo not drawn)	7
CCN1C(=O)[C@H]2[C@@H](c3ccc(-c4ccc(C(C)=O)cc4)cc3)N[C@@](C)(C(=O)OC)[C@H]2C1=O	-5
O=c1nc2ccccc2c2n1CC(CN1CCN(Cc3ccccc3)CC1)N2 (stereo not drawn)	-13
O=c1c(-c2ccc(Cl)cc2)[n+]([O-])c2ccccc2n1O	-16
Oc1ccccc1-c1cc(-c2ccc3c(c2)OCCO3)n[nH]1	7
CCOC(=O)c1c(C)n(C)c2ccc(OC)c(NS(=O)(=O)c3ccc(Cl)s3)c12	-21
COc1ccc(CN2CCN(C(=O)CC(C)C)CC2)c2ccccc12	5
CC1CN(S(=O)(=O)c2cccc(C(=O)OCC(=O)c3cccs3)c2)CC(C)O1 (stereo not drawn)	-5
CC1=C(C#N)C(c2cccnc2)C2=C(CC(c3ccc(Cl)cc3)CC2=O)N1 (stereo not drawn)	-11
CCOC(=O)C(CC)n1cnc2c(cnn2-c2ccc(Cl)cc2)c1=O (stereo not drawn)	-7
COc1ccc(-n2c(SCC(=O)c3c(N)n(C)c(=O)n(C)c3=O)nc3ccccc32)cc1	-10
CC(=O)c1cc2c(cc1NC(=O)CN1CCOCC1)OCO2	7
CC(C)CCN1C(=O)c2ccc(C(=O)NCC3CCCO3)cc2C1=O (stereo not drawn)	0
CCCc1cc(=O)[nH]c(SCC(=O)OCc2ccccc2)n1	-1
COc1ccccc1OCC(=O)Nc1nc(-c2ccc(S(=O)(=O)N3CCOCC3)cc2)cs1	-11
CC(=O)Nc1cc(C(=O)OCC(=O)c2ccc(Cl)cc2Cl)ccc1C	0
CCCCNC(=O)COC(=O)CCC(=O)c1ccc(F)cc1	-3
CCOc1ccc(N2C(=O)CC(NCc3ccc(F)cc3)C2=O)cc1 (stereo not drawn)	0
Cc1ccc(NCc2nnc(SC(C)C(=O)N/N=C/c3ccc(C)o3)n2-c2ccccc2)cc1 (stereo not drawn)	2
CC1CCN(S(=O)(=O)c2cn(CC(=O)N3CCN(C)CC3)c(=O)c3ccccc23)CC1	24
NS(=O)(=O)c1ccc(-c2ccc(C=NC3CCS(=O)(=O)C3)o2)cc1 (stereo not drawn)	-10
COc1ccc(OCCC(=O)N2CCCCC2)cc1	0
O=C(NCCc1ccc(Cl)cc1)C1CCN(S(=O)(=O)N2CCC3(CC2)OCCO3)CC1	-5
CCc1ccc(NC(=O)CCn2cccc2)cc1	1
O=C(Cn1cc(C(=S)N2CCOCC2)c2ccccc21)N1CCOCC1	1
O=C(Nc1cccc(Cl)c1)Nc1nnc(-c2ccccc2)o1	6
CCOn1c(SC(C)C)nc2ccccc2c1=O	-2
COc1ccc(F)cc1S(=O)(=O)NC(Cc1ccccc1)C(N)=O (stereo not drawn)	-4
Nc1cc(N)c(OCC(F)(F)F)cc1OCC(F)(F)F	-5
CCOC(=O)c1c(NS(=O)(=O)Cc2ccccc2)sc2c1CCCC2	-8
COc1ccc(N2C(=O)CCC(C(=O)NCc3ccccn3)C2c2ccc(OC)c(OC)c2)cc1 (stereo not drawn)	-1

Not all compounds are listed. The share of hits here may be higher or lower than overall.
